Screening data (PubChem BioAssay)
CSM14.1 death rescue: rescue of cells from ER stress-induced death, primary screen, 384-well, CSM14.1, thapsigargin, ATP luminescence (AID 1222); cellular ATP content (survival), % at 20 µM; hits with a dose series show EC50 in µM; 190,000 tested, under 10 active; CSM14.1 thapsigargin-induced death rescue, ATP luminescence; higher % means a stronger effect;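 active means EC50 below 50 µM in the dose-response confirmation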;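 further: death triggered by thapsigargin at about 15 µM added after 2 h compound pretreatment; cell ATP read after overnight thapsigargin exposure of roughly 18 to 22 hours; normalized against plate controls of thapsigargin alone and 5% DMSO vehicle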
Insulin prom up: insulin promoter activators in MIN6 cells, imaging, high-content screening, mouse beta cells; MIN6 insulin promoter-GFP reporter; active compounds read high; z-score at 5 µM; actives 0.3% (n = 190,000); AID 1625, 2009;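 active means z-score above 3 at 5 µM with at least 500 cells counted in the well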
Hep lipid drop: inhibitors of hepatocyte lipid droplet formation, primary screen, imaging, high-throughput imaging, BODIPY stain | AML12 mouse hepatocytes, oleate lipid droplets | inhibition, % at 6.5 µM | actives 0.4% (n = 240,000);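 active means lipid droplet intensity inhibited by at least 50%, with more than 500 cells counted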
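material = mouse AML12 hepatocyte cell line, fixed after treatment | also added = 100 µM oleic acid challenge | doses = compound at 6.5 µM only | schedule = overnight exposure | technique = Image-based BODIPY and DAPI two-channel analysis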
MT stabilize HCS: microtubule stabilizers in HeLa cells, primary screen, imaging, high-content imaging. HeLa tubulin immunostaining HCS, 24 h; share of cells brighter than vehicle mean+2SD. % tubulin-high responders, % at 10 µM. actives 0.83% (n = 200,000). AID 2205, 2009;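 active means plate Z-score above 3 for both tubulin-high and condensed-nucleus cell shares, with cell loss under 80%, at 10 µM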;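 further: anti alpha tubulin signal scored within the nucleus-defined area of each cell; some results filed as inactive read as strong as hits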
XIAP displacement: XIAP antagonists, biochemical, IAP family, fluorescence polarization (AID 1018); XIAP BIR domain, fluorescence polarization peptide displacement; higher % means a stronger effect; E3 ubiquitin-protein ligase XIAP (Homo sapiens); one-dose displacement, % at 20 µM; IC50 in µM for titrated hits; actives 0.007% (n = 200,000); in the data active means displacement above about 50%; further: a part of the inactive calls stands beside numbers as strong as those of hits
Autophagy mod: autophagy modulators in MEF cells, primary screen, imaging, high-content, MEF GFP-LC3; MEF GFP-LC3 puncta imaging; test concentration mostly 10 µM; calls only at 10 µM (by protocol); actives 0.98% (n = 190,000); AID 463193, 2010;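 active means percentage of spot-positive cells more than 3 SD above its plate mean, without a fluorescence outlier flag or 80% toxicity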;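 further: spot-positive cell cutoff set from DMSO-treated cells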
b-catenin transl: modulators of beta-catenin nuclear translocation, primary screen, imaging, HeLa cells, immunofluorescence, high-content; AID 1665, 2009; nuclear translocation activity, % at 5 µM; actives 0.3% (n = 190,000);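 active means nuclear translocation activity above 50% at 5 µM, with a well cell count of 50 or more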;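 further: per-cell ratio of nuclear to cytoplasmic median beta-catenin stain intensity; plate controls were DMSO negative control for no effect and GSK-3 inhibitor IX positive control for full effect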
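Test system: HeLa cells, endogenous beta-catenin; Compound: single 5 µM dose plus 0.02–20 µM confirmation series; Times: compound exposure 24 h at 37°C; Signal: fluorescence imaging of beta-catenin antibody stain plus DAPI; Read-out: % activation, nuclear-to-cytoplasmic median beta-catenin signal ratio per cell.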
Dynein cargo inh: inhibitors of GR-EGFP nuclear translocation, primary screen, dynein cargo transport inhibitor project, imaging, high-content, 3617.4 mouse cells; actives 0.47% (n = 220,000); test concentration mostly 20 µM; stimulated with dexamethasone, 1 µM; active compounds read low; z-score, hits read low; AID 1381, 2008;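 active means plate z-score of nuclear minus cytoplasmic receptor signal below a set negative limit, without overly bright fluorescence or cell loss, cut at about -3.5 in these data, passing the limit was not always enough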;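 further: z-score of nuclear minus cytoplasmic ring GR-EGFP intensity difference per well; some compounds called inactive have numbers as strong as hits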
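Medium: Induction medium lacking tetracycline, stripped serum | Probe or stimulus: 1.0 µM final dexamethasone stimulus | Schedule: 48 h induction, then 1 h compound, then 30 min agonist, 37 °C | Signal: Automated 10x imaging of fixed Hoechst-stained cells | Evaluation: Per-cell GR-EGFP intensity, nucleus versus surrounding cytoplasmic ring, well-averaged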
WT yeast gro inh: growth inhibition of WT strain, primary screen, mitochondrial fusion inhibitor project, WT and mutant strains, chemical genetic. mitochondrial fusion phenotypic screen. inhibition, % at 10 µM. actives 2.1% (n = 190,000). AID 1362, 2008; in the data active means inhibition above about 58%; tested in S. cerevisiae
WT yeast gro inh mutant strain: also measured in WT yeast gro inh; calls as there; inhibition, %; mitochondrial fusion phenotypic screen, mutant strain inhibition
Dynein cargo inh cytoplasmic EGFP: recorded beside Dynein cargo inh, whose call it bears; z-score; measured here: cytoplasmic GR-EGFP intensity; active compounds read high
Dynein cargo inh nuclear GR-EGFP: further read-out of Dynein cargo inh, marked with its call; z-score; measured here: nuclear GR-EGFP intensity;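 lower value marks the stronger effect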
Dynein cargo inh cell count: further read-out of Dynein cargo inh, marked with its call; z-score; measured here: cell count per field
Insulin prom up cell count: also measured in Insulin prom up; calls as there; cell count; measured here: cytotoxicity, nuclei count;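 total cells summed across four imaged fields per well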
Hep lipid drop cells 6.5 µM: further read-out of Hep lipid drop, marked with its call; cell count; measured here: cell count, cytotoxicity flag;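 cells counted across two imaged fields per well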
b-catenin transl cell count 5 µM: also measured in b-catenin transl; calls as there; cell count; measured here: cell count, cytotoxicity flag
MT stabilize HCS Hoechst-high %: second read-out of MT stabilize HCS, no call of its own (marks repeat the call); % Hoechst-high responders; measured here: nuclear condensation Hoechst responders;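 share of cells brighter than vehicle mean plus two SD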
MT stabilize HCS cytotoxicity %: also measured in MT stabilize HCS; calls as there; toxicity, %; measured here: cytotoxicity by cell density;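 0% = mean cell density of plate MIN control wells and 100% = no cells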
Autophagy mod cell loss 18 h: also measured in Autophagy mod; calls as there; toxicity, %; measured here: cell loss, nuclei count;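 cell loss after 18 h compound exposure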
Starred values were filed as active, the others as inactive; i = inactive; x = no result given.

SMILES	CSM14.1 death rescue	Insulin prom up	Insulin prom up cell count	Hep lipid drop	Hep lipid drop cells 6.5 µM	MT stabilize HCS	MT stabilize HCS Hoechst-high %	MT stabilize HCS cytotoxicity %	XIAP displacement	Autophagy mod	Autophagy mod cell loss 18 h	b-catenin transl	b-catenin transl cell count 5 µM	Dynein cargo inh	Dynein cargo inh cytoplasmic EGFP	Dynein cargo inh nuclear GR-EGFP	Dynein cargo inh cell count	WT yeast gro inh	WT yeast gro inh mutant strain
CC(C)C(=O)c1cn(CC(=O)NCc2ccc3c(c2)OCO3)c2ccccc12	-0.7%	0.6	1283	-12	732	3.3	1.8	6.5	-18%	i	-3	5.6	1055	0.0065	-0.22	-0.053	-0.44	-13	3
Cc1cccc(N2C(N)=C(C#N)C(C#N)(C#N)C2c2ccccc2)c1 (stereo not drawn)	-2.5%	0.14	1518	-1	612	1.5	1.1	2.6	0.9%	i	48	-0.2	979	-1.3	-0.093	-0.68	1.2	-5	10
C#CCNc1c(C)c(C)nc2ncnn12	x	0.15	1332	3	684	1.1	2.3	14	1.0%	i	4	0.1	1028	0.4	-0.074	0.96	0.6	27	2
O=C(COC(=O)[C@H](Cc1ccccc1)NC(=O)c1cccs1)Nc1c(Cl)cccc1Cl	-0.8%	-0.89	1409	-1	622	4.5	1.8	6.6	-1.8%	i	18	-1.3	1199	-0.065	-0.24	-0.26	0.65	7	15
COc1cc(CNc2ccc3[nH]c(=O)[nH]c3c2)cc(Cl)c1OCC(=O)NC(C)(C)C	-1.2%	-0.12	1210	2	766	1.5	1.3	25	0.5%	i	-1	x	x	-0.63	-0.24	0.11	1.9	x	x
OCc1cn(-c2ccccc2)nc1-c1ccc(-c2nn(-c3ccccc3)cc2CO)cc1	0.9%	0.45	1147	x	x	9.7	2.3	3.6	-5.8%	i	12	-1.3	985	0.43	0.0044	0.55	-0.27	-9	-5
COc1ccccc1CN1C[C@@H]2C[C@@H](c3ccc(Cl)cc3)N3CCC[C@@]23C1=O	2.1%	-0.17	1419	-30	689	0.8	1.6	7.3	-3.7%	i	-4	0.4	965	0.027	-0.24	0.55	0.25	24	-5
Cc1ccc(NC(=O)c2oc3ccc(S(=O)(=O)N4CCOCC4)cc3c2C)cc1C	-1.6%	x	x	4	737	2.1	1.3	7.1	-4.1%	i	2	-1.0	1174	-1.4	-0.04	-1.2	1	5	-5
CC(CCc1ccccc1)NC(=O)CN1CCc2ccccc2C1 (stereo not drawn)	x	0.09	1359	-16	698	2.4	2.0	15	-0.4%	i	11	0.6	1071	-1.1	-0.25	-0.58	1.2	11	-18
CCCOC(=O)C[N+](C)(C)CCOC1CC2CCC1(C)C2(C)C (stereo not drawn)	x	-0.75	604	-8	737	x	x	x	x	x	x	-0.7	1368	0.13	-0.29	-0.051	0.5	x	x
CCOC(=O)C1C(c2cccc(F)c2)NC(=S)NC1(O)C(F)(F)F (stereo not drawn)	-2.8%	0.33	1284	5	652	2.3	3.5	4.9	-3.7%	i	-2	-1.8	1015	0.11	-0.15	-0.31	0.78	-8	-15
CCOC(=O)CSc1nc(N)c(C#N)c(-c2cccs2)c1C#N	2.5%	1.5	1556	x	x	2.3	1.6	12	-5.8%	i	4	-1.9	1372	0.66	2	0.78	-0.33	3	18
CCn1nc(C)c(Oc2ccccc2O)c1C	4.3%	-0.88	932	-2	701	5.5	2.2	5.9	-4.2%	i	-1	3.3	1173	0.13	-0.3	0.42	0.18	2	-1
CCn1c(COc2ccc(C)cc2)nnc1SCC(=O)Nc1ccc2c(c1)OCCO2	-0.7%	x	x	x	x	4.5	4.8	4.5	-6.6%	i	-2	-3.2	1161	0.17	-0.27	0.11	-0.072	6	7
CCOC(=O)N1CCN(C(=O)/C(=C\c2ccc(SC)cc2)NC(=O)c2ccccc2)CC1	x	-0.48	1075	6	734	x	x	x	x	x	x	1.3	1264	0.16	-0.27	0.74	-0.36	x	x
COc1ccc(CCNC(=S)Nc2cc(C)cc(C)c2)cc1	-1.2%	x	x	17	801	1.0	1.4	9.3	-4.7%	i	2	-9.7	1192	1.2	-0.062	0.63	-0.7	59*	12*
CN(Cc1ccccc1)C(=O)[C@H]1CCC(=O)N1Cc1ccco1	-2.3%	0.41	855	5	804	3.5	1.8	10	-3.5%	i	-7	-4.0	1163	-0.16	-0.063	-0.13	0.092	1	-4
Cc1ccc(/C=C/C(=O)NCc2cccs2)o1	0.3%	x	x	2	692	3.0	1.8	6.5	-8.1%	i	2	-2.0	1051	-1	-0.07	-0.33	-0.43	-11	6
Cc1ccc(NC(=O)c2ccc(OC(F)F)cc2)cc1S(=O)(=O)N(C)C	-5.9%	-0.57	1248	-3	588	4.0	2.0	3.9	-3.7%	i	-17	-0.2	930	-0.56	-0.32	-0.5	0.11	-2	-15
O=[N+]([O-])c1ccc(/C=C/c2ccc3ccccc3n2)cc1	x	-0.65	1105	6	649	3.5	3.2	4.9	-5.8%	i	20	5.5	968	0.16	-0.19	-0.31	0.72	11	4
CC1OC2(OC1C)C(=O)Nc1ccccc12 (stereo not drawn)	-1.0%	1.3	833	7	749	1.5	1.8	9.7	-6.8%	i	2	x	x	0.35	0.1	-0.047	-0.28	-21	-11
CC1CCN(CCCNC(=O)c2ccc(CS(=O)(=O)Cc3ccccc3F)o2)CC1	1.8%	0.37	1108	-3	715	2.7	1.4	5.4	0.5%	i	-4	5.1	1002	0.48	0.19	1.1	-1.5	-2	-15
O=C(CSc1ccccc1)NCc1ccc(F)cc1	-0.9%	0.11	1414	-8	683	2.8	3.2	7.4	-0.5%	i	3	0.8	1449	0.13	-0.27	0.52	0.2	-13	-2
O=C(Nc1ccc(N2CCCC2)c(Cl)c1)c1ccc2c(c1)OCCO2	x	x	x	x	x	3.7	2.0	6.0	x	i	3	x	x	-0.63	-0.23	-0.35	-0.013	22	10
N/C(=N\OC(=O)c1cccc2ccccc12)c1ccncc1	x	-0.08	998	-1	645	x	x	x	x	x	x	1.5	1304	-0.37	-0.19	-0.24	-0.095	x	x
(next part)
SMILES	CSM14.1 death rescue	Insulin prom up	Insulin prom up cell count	Hep lipid drop	Hep lipid drop cells 6.5 µM	MT stabilize HCS	MT stabilize HCS Hoechst-high %	MT stabilize HCS cytotoxicity %	XIAP displacement	Autophagy mod	Autophagy mod cell loss 18 h	b-catenin transl	b-catenin transl cell count 5 µM	Dynein cargo inh	Dynein cargo inh cytoplasmic EGFP	Dynein cargo inh nuclear GR-EGFP	Dynein cargo inh cell count	WT yeast gro inh	WT yeast gro inh mutant strain
CC(NCC(O)COc1ccc(S(=O)(=O)N2CCOCC2)cc1)c1ccccc1 (stereo not drawn)	1.5%	-0.57	1094	-1	695	5.0	2.4	9.6	-7.2%	i	-10	0.4	1068	1.6	-0.3	1	-1.5	-9	7
CN=C1NN=C(c2cc(C)n(-c3ccc(Cl)cc3)c2C)CS1	-4.7%	0.15	1308	1	677	2.3	1.7	3.1	-12%	i	-1	-3.8	1106	-0.27	-0.19	-0.053	0.22	22	-4
CCOC(=O)Cn1nc(C)n(-c2c(C)cccc2C)c1=O	x	2.1	1313	6	700	1.5	2.6	15	-4.8%	i	1	-2.9	1001	-0.58	-0.35	-0.55	0.23	-12	7
CCOC(=O)c1[nH]c2ccc(OC)cc2c1NC(=O)CN1CCc2ccccc2C1	3.5%	-0.78	1496	x	x	2.4	1.8	6.6	-0.7%	i	-19	-0.5	1365	-0.33	-0.16	0.58	0.18	2	5
Cc1ccc(CSc2nnc(-c3cccc(S(=O)(=O)N4CCOCC4)c3)n2CC(C)C)cc1	2.2%	0.29	1229	-5	684	2.9	4.0	12	-1.4%	i	2	-1.5	874	0.074	0.5	-0.12	-0.36	-3	-24
Cc1ccc(-c2noc(CSc3nnc(-c4ccncc4)n3-c3ccc(F)cc3)n2)cc1	-1.7%	-0.57	866	-1	771	2.2	1.3	9.7	-6.2%	i	-9	3.4	1187	0.87	-0.28	0.39	-0.074	5	6
O=C(Cc1ccccc1[N+](=O)[O-])NCCSCc1c(F)cccc1Cl	-0.9%	-0.13	1491	x	x	1.6	1.3	3.8	-2.9%	i	-8	0.1	1344	0.66	-0.21	0.11	-0.63	7	19
CC(C)(C)CC(C)(C)NC1=CC(=O)OC12CCCCC2	-1.4%	x	x	12	772	2.9	1.0	5.0	-5.1%	i	33	x	x	0.055	0.42	0.28	0.37	6	4

One compound at a time, as listed above. Values in the order: CSM14.1 death rescue	Insulin prom up	Insulin prom up cell count	Hep lipid drop	Hep lipid drop cells 6.5 µM	MT stabilize HCS	MT stabilize HCS Hoechst-high %	MT stabilize HCS cytotoxicity %	XIAP displacement	Autophagy mod	Autophagy mod cell loss 18 h	b-catenin transl	b-catenin transl cell count 5 µM	Dynein cargo inh	Dynein cargo inh cytoplasmic EGFP	Dynein cargo inh nuclear GR-EGFP	Dynein cargo inh cell count	WT yeast gro inh	WT yeast gro inh mutant strain
O=C(Cc1ccccc1[N+](=O)[O-])NCCSCc1c(F)cccc1Cl as listed: -0.9%	-0.13	1491	x	x	1.6	1.3	3.8	-2.9%	i	-8	0.1	1344	0.66	-0.21	0.11	-0.63	7	19
C#CCNc1c(C)c(C)nc2ncnn12 as listed: x	0.15	1332	3	684	1.1	2.3	14	1.0%	i	4	0.1	1028	0.4	-0.074	0.96	0.6	27	2
